# Screening data: PubChem BioAssay, National Center for Advancing Translational Sciences (NCATS)
# ATXN2 expr inh: Primary qHTS for Inhibitors of ATXN expression. HEK-293 ATXN2-luciferase reporter, luminescence, 24 h. Potency, µM (doses to about 57 µM), for the others: at the top dose activity change, negative = inhibition, hits mostly inhibitors. 360,000 tested, 0.72% active. AID 1745845, 2022; further: potency means the concentration at half of the fitted maximal effect; on the % scale 0 is the no-effect control and ±100 the full control effect; nearly all actives have a fitted effect of over 55% in size
#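 qHTS (up to 57 uM final) was run with 24 h compound exposure of reporter cells at 37 °C. Each well was multiplexed: SteadyGlo luminescence measured ATXN2-luciferase expression after a fluorogenic Gly-Phe-AFC viability readout (25 uM final).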
# EPAC2 agonist: qHTS for Agonist of cAMP-regulated guanine nucleotide exchange factor 4 (EPAC2): primary screen; EPAC2 activation, biochemical qHTS; response scale: 100% = 6.5 mM cAMP response; Rap guanine nucleotide exchange factor 4 (Homo sapiens), Q8WZA2; Potency, µM (titrated, usually from 154 µM), inactives show at the top dose activation, most hits filed as activators; AID 720711, 2013; 360,000 tested, 0.079% active; further: potency means the concentration at half of the fitted maximal effect; nearly all actives have a fitted effect of over 50% in size
# Target sequence (Q8WZA2 whole entry, looked up): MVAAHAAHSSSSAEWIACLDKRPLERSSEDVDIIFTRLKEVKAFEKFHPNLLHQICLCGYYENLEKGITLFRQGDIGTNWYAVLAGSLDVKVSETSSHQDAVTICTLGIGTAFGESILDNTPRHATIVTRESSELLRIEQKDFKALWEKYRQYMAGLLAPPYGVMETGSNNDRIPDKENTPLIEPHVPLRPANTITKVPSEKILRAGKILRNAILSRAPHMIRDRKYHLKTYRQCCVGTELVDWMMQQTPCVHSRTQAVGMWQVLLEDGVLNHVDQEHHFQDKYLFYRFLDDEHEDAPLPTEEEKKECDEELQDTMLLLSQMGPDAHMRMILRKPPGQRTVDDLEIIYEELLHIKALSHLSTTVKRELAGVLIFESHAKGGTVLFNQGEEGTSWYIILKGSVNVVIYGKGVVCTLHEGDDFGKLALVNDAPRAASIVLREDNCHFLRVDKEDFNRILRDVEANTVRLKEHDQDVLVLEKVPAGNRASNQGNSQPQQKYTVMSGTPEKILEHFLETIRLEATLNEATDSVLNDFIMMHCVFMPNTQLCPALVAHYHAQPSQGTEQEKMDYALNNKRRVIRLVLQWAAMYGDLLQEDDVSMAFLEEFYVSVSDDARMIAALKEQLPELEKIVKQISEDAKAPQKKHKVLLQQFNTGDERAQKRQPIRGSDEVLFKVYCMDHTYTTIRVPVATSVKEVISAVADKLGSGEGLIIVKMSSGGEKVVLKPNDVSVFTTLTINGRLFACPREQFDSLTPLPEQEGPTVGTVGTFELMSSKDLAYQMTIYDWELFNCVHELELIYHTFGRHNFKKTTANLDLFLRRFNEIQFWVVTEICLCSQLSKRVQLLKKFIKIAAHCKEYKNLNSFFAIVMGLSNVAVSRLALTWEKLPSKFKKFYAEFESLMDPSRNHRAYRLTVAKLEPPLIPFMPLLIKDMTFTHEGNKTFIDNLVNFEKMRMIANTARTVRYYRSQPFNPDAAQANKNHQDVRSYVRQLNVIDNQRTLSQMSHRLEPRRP
#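 qHTS, titration series. 100 nM EPAC2 / 250 nM Rap1B-BODIPY-GDP / 50 uM GDP; RT; ex 480/em 540 nm, 5-min reads to 30 min. Norm. to 6.5 mM cAMP = activation.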
# HepG2 viability: qHTS for Inhibitors of TGF-b: Cytotox Counterscreen; HepG2 CAGA-GFP viability, ATP luminescence, 18 h; Potency, µM (titrated, usually from 46.1 µM), without a hit: at the highest dose activity change, negative = cytotoxicity, most hits filed as cytotoxic; 410,000 tested, 0.76% active; AID 588856, 2011; further: potency means the concentration at half of the fitted maximal effect; some results filed as inactive show a strong effect at the top dose
#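 CellTiter-Glo luminescence gave cytotoxicity after 18 hours at 37 degrees C. The cells were HepG2 CAGA-GFP in 1% FBS DMEM, stimulated with 500 pg/mL TGF-beta after compound addition. %Activity was normalised to no-cell wells (complete cell-killing) and DMSO (no toxicity), and curves were fitted and classified.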
# A549 viability: Nrf2 qHTS screen for inhibitors: counterscreen for cytotoxicity. A549 ARE-Fluc cells, CellTiter-Fluor viability, 18-24 h. Potency, µM (highest dose often 46 µM), for inactives: at the highest dose activity change, negative = cytotoxicity, hits mostly inhibitors. 390,000 tested, 0.16% active. AID 504648, 2011; further: potency means the concentration at half of the fitted maximal effect; on the % scale 0 is the no-effect control and ±100 the full control effect
#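 A549 ARE_Fluc cells in 5% FBS OPTI-MEM were exposed to compounds in concentration-response for 18-24 h at 37 deg C. Viability was read by CellTiter-Fluor fluorescence (Ex 405/Em 525) after 30 min, before the luciferase read.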
# Nrf2 inh: Nrf2 qHTS screen for inhibitors. 360,000 tested, 2.1% active. Potency, µM (highest dose often 46 µM), inactives show at the highest dose activity change, negative = inhibition, usual class: inhibitors. A549 ARE-Fluc reporter, luciferase luminescence, 18-24 h; further: potency means the concentration at half of the fitted maximal effect; on the % scale 0 is the no-effect control and ±100 the full control effect; nearly all actives have a fitted effect of over 60% in size
#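 In this cell-based qHTS, ARE-driven firefly luciferase in A549 cells reports Nrf2 activity; the luminescent signal after BugLite lysis is the measured value, with a prior CellTiter-Fluor read for cell health.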
# Nrf2 ARE act: qHTS of Nrf2 Activators; AREc32 ARE-luciferase reporter (MCF7-derived line), luminescence, 24 h; Potency, µM (series often up to 46.1 µM), for the others: at the highest dose activation, hits mostly activators; 410,000 tested, 0.31% active; further: potency means the concentration at half of the fitted maximal effect; % of control where 0% means no effect; nearly all actives have a fitted effect of over 65% in size
#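 Quantitative high-throughput format: AREc32 reporter cells, 1000 per well, received compound by pin transfer and were incubated 24 hr at 37 deg C, 5% CO2, before Steady-Glo luminescence detection.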
# S2 tox: Viability Counterscreen for Primary qHTS for Inhibitors of ATXN expression; 400,000 tested, 0.49% active; S2 cells (HEK-293 line with an ATXN2-luciferase reporter) viability, CellTiter-Fluor protease fluorescence, 24 h; Potency, µM (doses to about 56.7 µM), actives largely listed as cytotoxic; further: potency means the concentration at half of the fitted maximal effect; nearly all actives have a fitted effect of over 40% in size
# TGFb inhibitor: qHTS for Inhibitors of TGF-b | HepG2 CAGA-GFP TGF-b/SMAD3 reporter, GFP fluorescence, 18 h; TGF-beta stimulated, 500 pg/mL final | Potency, µM (doses to about 46.1 µM), for the others: top-dose activity, negative = inhibition, actives largely listed as inhibitors | 410,000 tested, 1.2% active | AID 588855, 2011; further: potency means the concentration at half of the fitted maximal effect; on the % scale 0 is the no-effect control and ±100 the full control effect; nearly all actives have a fitted effect of over 65% in size
#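 First, reporter cells (HEPG2 CAGA-GFP) rested 2 h at 37 degrees C. Next, compounds were pinned in and TGF-beta added to 500 pg/mL final. After 18 h, GFP was imaged per cell and summed per well.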
# IL2 activator: qHTS of IL-2 Activators; IL-2 activation reporter assay, cell-based qHTS; stimulated with anti-CD3/CD4/CD28 beads; in transgenic mouse T cells; activation, % (series mostly up to about 46 µM); 360,000 tested, 0.065% active; in the data active means activation above about 50%; inconclusive means mostly about 30% to 49%; further: 0% is about no effect
#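 Readout: EGFP and DsRed signals by fluorescent plate cytometry. Unstimulated transgenic mouse T cells received compound 60 min before antibody-bead stimulation, then incubated 18 h at 37 degrees C.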
# Numbers without * were called inactive; i = inactive; ? = inconclusive; . = not tested or not shown; [ ] = another dose, or the depositor's remark. Unless noted, the call rests on the fitted dose curve; in most records, active means well fitted curve in the direction sought with a large enough effect; inconclusive means small, poorly fitted or top-dose-only effect, or another doubt; inactive means no such curve, though single readings can be large; an effect the other way counts as inactive or inconclusive.
[1] Cc1ccc(C(=O)Nc2ccc(Br)cc2)cc1S(=O)(=O)N1CCOCC1
[2] O=S(=O)(NCCCc1ccccc1)c1ccccc1
[3] COc1cc([N+](=O)[O-])ccc1NC(=O)/C=C\C(=O)O
[4] COC(=O)CCC(=O)c1oc2ccc(Br)cc2c1N
[5] O=[N+]([O-])c1cccc(/C=N/Nc2ccccn2)c1
[6] O=C(CC[C@H]1O[C@@H](n2cnc3c(NC(=O)c4ccccc4)ncnc32)[C@H](O)[C@@H]1O)NCCc1cc2ccccc2[nH]1
[7] COC(=O)C1CCN(C(=O)c2ccc(OC)c(S(=O)(=O)N3CCCc4ccccc43)c2)CC1
[8] CCCN=C(C)C1=C(O)c2ccccc2C1=O
[9] Cc1ccsc1C(=O)OCC(=O)N1CC(C)CC(C)C1 (stereo not drawn)
[10] CC1CC(NC(=S)N(C)C)CC(C)(C)C1 (stereo not drawn)

Screen / compound no.	1	2	3	4	5	6	7	8	9	10
ATXN2 expr inh	-17%	0%	.	74%[activator]	26%	14%	-5%	17%	17%	.
EPAC2 agonist	.	0%	9%	10%	5%	-1%	1%	8%	-12%	4%
HepG2 viability	-50%	3%	-5%	-6%	-6%	12%	5%	-9%	-3%	-19%
A549 viability	-1%	3%	10%	-4%	1%	.	-6%	-1%	-3%	.
Nrf2 inh	.	.	22%	23%	?	.	13%	?	6%	.
Nrf2 ARE act	4.8%	-0.3%	0.0%	1.6%	?	5.3%	-0.1%	2.2%	0.5%	-0.9%
S2 tox	?	i	i	i	i	i	?	i	i	i
TGFb inhibitor	-10%	3%	?	19%	-3%	7%	-1%	20%	-3%	-2%
IL2 activator	.	-1.0	-0.2	-1.6	0.6	-0.1	-1.9	-0.4	-1.5	-1.9

[11] O=C(C1=C[C@H](C2CC2)C[C@H](OCCCCO)O1)N1CCOCC1
[12] Cc1cc(C(=O)CC#N)c(C)n1-c1ccc(OC(F)F)cc1
[13] Cc1c(N=Cc2ccco2)c(=O)n(-c2ccccc2)n1C
[14] Cc1ccccc1OCCN1CCC(Cc2ccccc2)CC1
[15] Cc1cc(C(=O)COC(=O)Cc2n[nH]c(=O)c3ccccc23)c(C)n1-c1ccc2c(c1)OCO2
[16] COc1cccc(NS(=O)(=O)c2nc3nc(C)cc(C)n3n2)c1
[17] Cc1cc[n+](-c2ccccc2)c2ccccc12
[18] CC(NC(=O)c1sc2ncccc2c1-n1cccc1)c1ccccc1 (stereo not drawn)
[19] C[C@H](CO)N1C[C@H](C)[C@@H](CN(C)S(=O)(=O)c2cccs2)Oc2ccc(NC(=O)c3ccncc3)cc2C1=O
[20] CC1CCN(C(=O)Cn2ncc3c4ccccc4n(C)c3c2=O)CC1

Screen / compound no.	11	12	13	14	15	16	17	18	19	20
ATXN2 expr inh	2%	-18%	-9%	.	-21%	2%	-23%	6%	1%	0%
EPAC2 agonist	4%	6%	-1%	21%	2%	5%	-2%	.	1%	1%
HepG2 viability	-6%	-19%	6%	-47%	-14%	6%	-17%	-30%	3%	-24%
A549 viability	0%	-10%	-4%	6%	-5%	-1%	-5%	15%	-7%	3%
Nrf2 inh	-3%	?	.	-4%	-24%	4%	?	.	11%	?
Nrf2 ARE act	2.6%	0.7%	-0.4%	0.2%	0.6%	-0.9%	0.2%	7.3%	-0.9%	1.9%
S2 tox	i	i	i	?	?	i	i	i	i	i
TGFb inhibitor	-2%	-19%	-1%	-23%	-18%	20%	-23%	-29%	2%	-13%
IL2 activator	-0.6	-0.2	-0.9	-0.3	-3.9	-0.8	-3.0	.	-0.1	2.9

[21] COC(=O)COc1c(/C=C\c2nc(O)c([N+](=O)[O-])c(=O)[nH]2)cccc1OC
[22] O=C(NC(=S)N1CCN(c2ccccc2)CC1)c1ccco1
[23] C[C@@H]1CN([C@H](C)CO)C(=O)CCCn2nncc2CO[C@H]1CN(C)Cc1ccc2cccnc2c1
[24] COC(=O)c1ccccc1NC(=O)c1oc2ccc3c(c2c1C)C(=O)CC(C)(C)O3
[25] COC(=O)c1onc(-c2c(Cl)cccc2Cl)c1C(=O)OC
[26] O=C(NCc1ccco1)c1cc(-c2ccccc2)c(N2CCOCC2)s1
[27] Cn1ccc2c(-c3ccc(C(N)=O)cc3)cc3c(c21)C1CCC3C1 (stereo not drawn)
[28] CCn1c(=O)n(-c2ccc(F)cc2)c(=O)c2sc3ccccc3c21
[29] O=C(Nc1ccc(Nc2ccccc2)cc1)c1ccccc1F
[30] CCCCCCSc1ccc([C@@H]2[C@H]3C(=O)N(C)C(=O)[C@H]3[C@]3(C(=O)OC)CCCCN23)cc1

Screen / compound no.	21	22	23	24	25	26	27	28	29	30
ATXN2 expr inh	.	-1%	13%	15%	-3%	-15%	2%	0%	22%	-26%
EPAC2 agonist	-3%	-4%	13%	.	13%	10%	8%	.	4%	-14%
HepG2 viability	-18%	1%	-5%	-5%	5%	-9%	-1%	-1%	-12%	-39%
A549 viability	-1%	4%	.	2%	-2%	2%	.	4%	0%	0%
Nrf2 inh	4%	2%	.	14%	-4%	?	.	-3%	-3%	-15%
Nrf2 ARE act	0.2%	4.4%	-0.3%	0.8%	0.2%	8.1%	0.6%	-0.3%	-0.1%	0.0%
S2 tox	i	i	i	i	i	?	?	i	i	i
TGFb inhibitor	-5%	-17%	4%	3%	-2%	?	?	-3%	-6%	?
IL2 activator	0.8	0.1	-1.7	.	-1.4	-0.8	1.9	.	-0.9	0.6

[31] O=C(O)COc1ccccc1C1Nc2ccccc2-c2nnc(SCc3ccc(Cl)cc3)nc2O1 (stereo not drawn)
[32] C=CCC[C@@H](Cc1ccc(F)cc1)C(=O)OCCNC(=O)[C@H](CC=C)CC(=O)NCCO
[33] O=S1(=O)CCN(Cc2cccc(C(F)(F)F)c2)CC1
[34] COc1cccc(CNC(=O)c2ccc(C3SCCS3)cc2)c1
[35] COc1cc(CC(=O)OCC(=O)Nc2ccccc2C#N)cc(OC)c1OC
[36] CC1(c2nnc(Cc3ccccc3)o2)CC(c2cccc(Cl)c2)=NO1 (stereo not drawn)
[37] CC(=O)N1CCC(N(Cc2ccco2)C(=O)Nc2ccc(C)c(Cl)c2)CC1
[38] O=C(NCCc1ccc(F)cc1)c1ccc(Cl)c(S(=O)(=O)N2CCOCC2)c1
[39] CC(C)(C)c1ccc(S(=O)(=O)N2CCN(c3nc(-c4ccccc4)nc4ccccc34)CC2)cc1
[40] CCc1nn2c(=O)cc(COC(=O)COc3ccc(OC)cc3)nc2s1

Screen / compound no.	31	32	33	34	35	36	37	38	39	40
ATXN2 expr inh	-9%	7%	-8%	3%	-5%	1%	-23%	-15%	.	6%
EPAC2 agonist	.	-3%	-3%	11%	9%	7%	.	4%	.	.
HepG2 viability	-17%	3%	-6%	-17%	-12%	1%	-8%	-17%	-13%	-16%
A549 viability	0%	2%	9%	0%	0%	0%	10%	-9%	19%	-3%
Nrf2 inh	-10%	8%	?	-5%	7%	-5%	23%	8.2µM*	17%	-25%
Nrf2 ARE act	0.2%	-1.3%	-0.2%	-0.1%	-0.6%	-1.1%	4.2%	-0.2%	.	0.5%
S2 tox	i	i	i	i	i	i	i	?	.	i
TGFb inhibitor	-8%	39%[activator]	-15%	-5%	3%	-13%	-6%	-16%	0%	-29%
IL2 activator	.	1.3	1.7	-2.0	0.0	0.5	.	4.0	.	.

[41] Cc1cccc(NC(=S)c2nc3ccccc3s2)c1
[42] O=C(Cc1cccs1)N(Cc1cccs1)C1(C(=O)NC2CCCCC2)CCCCC1
[43] COc1ccc(NC(=O)N2CCCC(c3nc(-c4ccc(F)cc4)no3)C2)cc1 (stereo not drawn)
[44] Cn1c(=O)oc2cc(S(=O)(=O)N3CCCCC3)ccc21
[45] Cc1[nH]c2ccccc2c1/C=N/NC(=O)c1cccc(F)c1
[46] CN1C(=O)NC(c2ccccc2)C2=C1CN(Cc1ccco1)C2=O (stereo not drawn)
[47] CCOC(=O)C1C(=O)CC(C)(O)C(C(=O)OCC)C1c1ccc(NC(C)=O)cc1 (stereo not drawn)
[48] CCN(CC)C(=O)C1=C(C)N(CCCOC)C(=O)C(CC(=O)NCCc2ccccn2)C1 (stereo not drawn)

Screen / compound no.	41	42	43	44	45	46	47	48
ATXN2 expr inh	93%[activator]	-15%	.	-7%	23%	3%	2%	0%
EPAC2 agonist	14%	6%	6%	4%	15%	8%	7%	13%
HepG2 viability	-10%	-23%	-4%	1%	-25%	-2%	8%	7%
A549 viability	-2%	-25%	-4%	-3%	0%	-1%	-4%	.
Nrf2 inh	?	?	-3%	0%	-1%	9%	-7%	.
Nrf2 ARE act	6.1%	0.4%	5.9%	-0.3%	6.2%	2.5%	-0.9%	0.6%
S2 tox	i	i	i	i	?	i	i	i
TGFb inhibitor	1%	6%	-28%	15%	-2%	3%	-10%	13%
IL2 activator	-6.2	-1.2	0.1	0.3	0.9	3.6	-4.0	1.4

# Some entries already given with just Nrf2 ARE act, IL2 activator and A549 viability:
cpd	Molecule	Nrf2 ARE act	IL2 activator	A549 viability
45	Cc1[nH]c2ccccc2c1/C=N/NC(=O)c1cccc(F)c1	6.2%	0.9	0%
46	CN1C(=O)NC(c2ccccc2)C2=C1CN(Cc1ccco1)C2=O (stereo not drawn)	2.5%	3.6	-1%
47	CCOC(=O)C1C(=O)CC(C)(O)C(C(=O)OCC)C1c1ccc(NC(C)=O)cc1 (stereo not drawn)	-0.9%	-4.0	-4%
